# IL-1B inflam inh – inhibitors of inflammasome signaling (IL-1 beta secretion) | THP-1 LPS/ATP IL-1B secretion, AlphaLISA, 16 h; stronger effect = lower value | activity change, % at 57.5 µM | 360,000 tested, 4.7% active | AID 743279; in the data active means activity change below about -50%; inconclusive means mostly about -30% to -49%; further: on the % scale 0 is the no-effect control and ±100 the full control effect
#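 THP-1 cells pretreated 1 hr with compounds (up to 57.5 uM final), then stimulated with LPS (250 ng/mL final) plus ATP (1.25 mM final); secreted IL-1B measured by AlphaLISA after 16 hr, decreased signal indicating inhibition.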
# GLP1R ag – agonists of human GLP-1 receptor | HEK293 GLP-1R CRE-luciferase, luminescence, 4-6 h; cells express a hypersensitive GLP-1R form | 380,000 tested, 0.007% active | Potency, µM (highest dose often 45.6 µM), for inactives: at the top dose activation, usual class: activators | AID 624172; further: potency means the concentration at half of the fitted maximal effect; % of control where 0% means no effect
# Target sequence (P43220 whole entry, looked up): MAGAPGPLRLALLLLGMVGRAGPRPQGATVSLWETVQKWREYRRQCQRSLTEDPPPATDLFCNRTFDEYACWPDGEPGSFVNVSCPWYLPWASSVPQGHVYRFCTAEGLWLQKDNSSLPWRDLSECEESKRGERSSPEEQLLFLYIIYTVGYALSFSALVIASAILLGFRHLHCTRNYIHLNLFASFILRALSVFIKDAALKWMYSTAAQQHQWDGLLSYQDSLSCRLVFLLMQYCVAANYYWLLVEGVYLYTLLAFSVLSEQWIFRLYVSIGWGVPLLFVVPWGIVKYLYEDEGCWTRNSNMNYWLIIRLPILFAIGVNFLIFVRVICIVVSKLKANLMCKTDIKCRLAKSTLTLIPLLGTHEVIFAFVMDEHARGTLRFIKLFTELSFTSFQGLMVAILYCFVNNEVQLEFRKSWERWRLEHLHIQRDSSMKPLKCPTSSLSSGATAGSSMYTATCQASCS
# DRD3 antagonist – blocks the human D3 dopamine receptor. P35462. D3R cells, DiscoveRx beta-arrestin luminescence, antagonist mode; stronger effect = lower value. max response, negative = inhibition, %. 360,000 tested, 2.5% active. AID 652054; in the data active means max response below about -50%; inconclusive means no clear call, values can overlap the other calls; further: on the % scale 0 is the no-effect control and ±100 the full control effect; mostly tested at two doses, the higher about 12 µM
# Target sequence (P35462 whole entry, looked up): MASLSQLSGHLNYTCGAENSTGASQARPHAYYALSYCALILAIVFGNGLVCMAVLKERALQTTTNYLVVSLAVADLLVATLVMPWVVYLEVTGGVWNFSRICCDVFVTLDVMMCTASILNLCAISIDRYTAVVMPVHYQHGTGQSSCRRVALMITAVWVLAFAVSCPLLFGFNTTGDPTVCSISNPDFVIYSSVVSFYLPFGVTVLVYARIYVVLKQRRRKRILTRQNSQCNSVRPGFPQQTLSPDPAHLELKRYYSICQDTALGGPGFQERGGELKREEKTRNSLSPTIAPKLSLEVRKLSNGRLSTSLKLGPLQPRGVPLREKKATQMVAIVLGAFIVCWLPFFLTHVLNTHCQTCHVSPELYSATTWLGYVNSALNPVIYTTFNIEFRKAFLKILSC
#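 Cells expressing the human receptor were seeded at 1500 cells/well, incubated overnight at 37 degrees C in 5% CO2, then exposed to library compounds with dopamine controls for 90 minutes at 37 degrees C before luminescent detection.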
# D3 ag – activates the human D3 dopamine receptor; D3R DiscoveRx beta-arrestin cells, luminescence, 90 min; max activation, %; 410,000 tested, 0.58% active; P35462; AID 652048; in the data active means max activation above about 30%; further: 0% is about no effect; mostly tested at two doses, the higher about 12 µM
#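 Agonist mode: compounds and dopamine controls were applied to plated cells for 90 min at 37 degrees C after an overnight attachment at 1500 cells/well. Luminescent read-out followed 30 - 60 minutes at room temperature with DiscoveRx detection reagent.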
# HT1080NT lethal – kills 2HG-producing HT-1080-NT fibrosarcoma cells; HT-1080-NT fibrosarcoma viability, CellTiter-Glo ATP luminescence, 48 h; 360,000 tested, 1.6% active; AID 686970; Potency, µM (highest dose often 46.1 µM), for inactives: top-dose activity, negative = less viability, actives largely listed as cytotoxic;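 further: NT is the 2HG producing partner of a matched IDH1 knockdown line; potency means the concentration at half of the fitted maximal effect; 0% = DMSO-treated cells and -100% = media-only wells without cells; nearly all actives have a fitted effect of over 55% in size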
#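 Viability of the 2HG-overproducing fibrosarcoma line after 48 hours of compound exposure at 37 degrees C was determined by luminescence with CellTiter-Glo, and concentration-effect curves were then fitted and categorized.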
# HT1080 IDH1KD tx – kills HT-1080 cells with IDH1 knockdown | HT-1080 IDH1 knockdown viability, ATP luminescence, 48 h | Potency, µM (top dose mostly 46.1 µM), for the others: top-dose activity, negative = toxicity, most hits filed as cytotoxic | 360,000 tested, 2% active | AID 686971;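 further: potency means the concentration at half of the fitted maximal effect; 0% = DMSO wells and -100% = cell-free medium wells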
#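 After a 2 h attachment period, IDH1KD HT-1080 cells took pin-transferred compound for 48 h at 37 °C; ATP-based luminescence after 10 min room-temperature reagent incubation reported viability.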
# KB-V1 cytotox – kills drug-selected multidrug resistant KB-V1 cells. KB-V1 MDR cells viability, CellTiter-Glo, 72 h. Potency, µM (top dose mostly 46.1 µM), inactives show at the highest dose activity change, negative = cytotoxicity, actives largely listed as cytotoxic. 400,000 tested, 3.4% active; further: potency means the concentration at half of the fitted maximal effect; on the % scale 0 is the no-effect control and ±100 the full control effect; nearly all actives have a fitted effect of over 60% in size
#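 KB-V1, DMEM (no phenol red) + 10% FBS; cpd pin-transferred, titration series; 72 h, 37 degrees C; CellTiter-Glo, luminescence. Data normalized, curve-fit.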
# KB-3-1 tox – KB-3-1 parental cell cytotoxicity; 400,000 tested, 1.4% active; AID 1347075; KB-3-1 viability, CellTiter-Glo ATP luminescence, 72 h; Potency, µM (top dose mostly 46.1 µM), without a hit: at the top dose activity change, negative = cytotoxic, usual class: cytotoxic; further: potency means the concentration at half of the fitted maximal effect; on the % scale 0 is the no-effect control and ±100 the full control effect; nearly all actives have a fitted effect of over 60% in size
#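 Multi-concentration cytotoxicity screen in KB-3-1 cells grown in DMEM lacking phenol red with 10% FBS. After 72 h at 37 °C with compound, ATP-dependent luminescence was recorded.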
# SW480 rerep – induces DNA re-replication in SW480 colon adenocarcinoma cells; SW480 DNA re-replication, Hoechst DNA content imaging, 48 h; Potency, µM (highest dose often 46.1 µM), for the others: at the top dose re-replication activation, most hits filed as activators; 340,000 tested, 1.8% active; AID 624297; further: potency means the concentration at half of the fitted maximal effect; % of control where 0% means no effect; nearly all actives have a fitted effect of over 55% in size
#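 Image-based read-out: total Hoechst fluorescence of nuclei (405 nm excitation, 500-530 nm emission), with hits raising the fraction of high-intensity nuclei. SW480 colon cells incubated 48 hr with compounds at 37 C.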
# Starred values were filed as active, the others as inactive; ? = inconclusive; . = not tested or not shown; & = joins results of further samples; [ ] = dose if it differs, or a comment. Unless noted, the call rests on the fitted dose curve; in most records, active means well fitted curve in the direction sought with a large enough effect; inconclusive means small, poorly fitted or top-dose-only effect, or another doubt; inactive means no such curve, though single readings can be large; an effect the other way counts as inactive or inconclusive.
SMILES,IL-1B inflam inh,GLP1R ag,DRD3 antagonist,D3 ag,HT1080NT lethal,HT1080 IDH1KD tx,KB-V1 cytotox,KB-3-1 tox,SW480 rerep
O=C(COc1ccc(F)cc1)Nc1nnc(C2CC2)s1,-14.0,8.3%,0.0,-8.3,24.6%,19.2%,-31.4%,5.7%,-18.8%
O=C(Cn1cnc2ccccc2c1=O)NCCCN1CCCC1=O,0.8,-4.3%,-24.5,-2.3,-2.7%,-1.7%,17.2%,1.1%,-10.1%
C#CCn1cc(/C=N/NC(=O)c2cc3ccccc3o2)c2ccccc21,-4.2,9.1%,?,-23.5,-1.0%,0.2%,?,-5.6%,?
CCCc1nc2c(nnn2Cc2ccccc2)c(=O)[nH]1,-9.1,5.8%,6.2,-7.4,-0.6%,3.3%,17.8%,-22.0%,-6.7%
COc1ccccc1C(=O)c1ccccc1C(=O)c1ccccc1,-7.5,7.4%,12.7,2.5,?,-8.8%,-3.2%,3.1%,?
CC(=O)Nc1cccc(NC(=O)C2CCCO2)c1 (stereo not drawn),16.1,-7.3%,16.1,-5.9,3.9%,1.5%,20.5%,1.9%,.
COc1ccc(C(CNC(=O)c2cccc(NS(=O)(=O)c3ccc(C)c(F)c3)c2)N2CCCC2)cc1 (stereo not drawn),-20.0,5.7%,-55.7*,-18.7,?,?,-5.2%,?,29.2%
COc1ccc(NC(=O)NC2CCCCCCC2)cc1OC,-0.6,17.1%,4.3,-13.2,0.8%,13.6%,?,15.9%,?
CCC(=O)Nc1ccc(S(=O)(=O)Nc2c(C)nc3nc[nH]n3c2=O)cc1,28.1,-1.6%,0.2,-11.0,5.4%,15.3%,5.0%,7.7%,0.7%
O=C(c1cc(-c2ccccc2)nc2ccccc12)N1N=C(C(F)F)CC1(O)C(F)F (stereo not drawn),4.9,-1.5%,-9.1,-2.5,-6.1%,-14.6%,3.9%,-1.6%,2.7%
OC[C@@H]1CN(Cc2ccc(-c3ccccc3)cc2)C[C@H](n2cnc3c(NC4CCCC4)ncnc32)O1,-3.9,-0.3%,36.0,16.3,9.2µM*,20.6µM*,-23.1%,?,.
O=C(N/N=C/c1ccc2c(c1)OCO2)c1ccc(NC(=O)c2ccccc2Cl)cc1,-2.6,7.2%,-6.2,-19.9,?,?,-13.0%,-12.0%,-5.7%
O=C1N(c2ccccc2)C(c2ccccc2)C12CCCCC2 (stereo not drawn),26.8,6.8%,12.7,-1.3,1.4%,6.6%,0.0%,0.0%,-46.4%[inhibitor]
ONC(=Nc1ccccc1)C(=Nc1ccccc1)NO,-1.6,0.7%,15.0,3.9,12.0%,9.6%,?,4.6%,1.9%
COc1ccc(C2SCC(=O)N2c2c(C)n(C)n(-c3ccccc3)c2=O)c(OC)c1 (stereo not drawn),15.0,-4.4%,12.7,2.0,15.2%,23.2%,15.8%,-5.1%,-12.7%
N/C(Cc1cccs1)=N\OC(=O)COc1ccc(Cl)cc1Cl,-15.5,-1.1%,-15.1,-21.7,3.8%,12.5%,0.6%,-1.0%,0.9%
Cc1cccc(NC(=O)C2CCN(S(=O)(=O)c3c(C)c(C)cc(C)c3C)CC2)n1,-89.3*,2.2%,14.8,1.2,-25.0%,?,?,?,13.9%
CCN1C(=O)[C@H]2[C@@H](c3ccc(-c4ccccc4)cc3)N[C@@](CC(C)C)(C(=O)OC)[C@H]2C1=O,-1.6,9.0%,2.7,-17.8,9.6%,11.1%,0.0%,10.6%,-4.6%
O=C(Nc1ccccc1N1CCOCC1)c1cccs1,-4.9,-4.6%,4.1,-0.4,1.2%,-0.4%,1.7%,7.8%,-14.3%
Cc1ccc(-c2nn(-c3ccccc3)cc2CC(=S)N2CCOCC2)cc1,-17.9,6.8%,-7.0,-0.7,-2.6%,-14.4%,-21.8%,-6.1%,3.9%
O=C(Cn1cc2c(n1)CCCC2)NCCCN1CCCC1,15.3,-1.8%,-28.1,-4.6,-1.1%,4.3%,41.1%,0.0%,-3.9%
Cc1cc(C)c(S(=O)(=O)N2CCCCC2)c(C)c1N(C)S(=O)(=O)c1ccccc1,?,-0.8%,-9.5,-2.6,?,1.1%,?,-26.0%,-0.5%
COc1ccccc1NC(=O)CSc1nnc(-c2ccco2)n1Cc1ccco1,-29.2,6.3%,-10.3,2.6,-0.1%,0.1%,?,14.4%,2.0%
O=C1Nc2ccccc2N=C(c2ccc3c(c2)OCO3)C1N(CCc1ccccc1)C(=O)CSc1ncccn1 (stereo not drawn),?,-5.3%,1.9,-2.9,?,?,-0.2%,?,.
CC(=O)c1c(O)ccc2c(-c3ccccc3)cc(=O)oc12,-2.4,-8.6%,13.1,1.1,20.5%,18.6%,0.0%,12.8%,-0.5%
Cc1ccc(C(=O)COC(=O)CNC(=O)Cc2ccccc2)cc1,12.2,-0.7%,-15.3,-1.4,-4.4%,-2.2%,.,.,-5.0%
CS(=O)(=O)N1CCN(C(=O)CSc2ccccc2)CC1,3.4,0.4%,8.4,-4.4,-2.9%,0.6%,-4.1%,0.4%,5.6%
COC(=O)c1cc(S(=O)(=O)NCC2CCN(Cc3ccc(C)cc3)CC2)cn1C,-7.0,1.6%,1.4,-10.7&-22.3,-3.8%,-5.5%,-0.4%&-20.0%,0.6%&-2.6%,?
COC(=O)c1cc(OC)c(OC)cc1NC(=O)c1ccc(Br)o1,?,1.2%,-18.2,4.9,8.9%,5.3%,-1.8%,-16.4%,-1.5%
Cc1ccc(-c2cc(C(=O)NCCCn3ccnc3)c3ccccc3n2)s1,28.6,-4.9%,0.7,3.4,-10.6%,18.6%,?,-2.0%,12.4%
COc1ccc(NC(=O)c2ccccc2SC)cc1,-0.7,11.8%,8.1,0.1,10.1%,25.3%,10.0%,9.0%,0.6%
O=C(NC(=S)Nc1ccc(CN2CCOCC2)cc1)c1cccc(F)c1,-11.1,-3.5%,?,-3.4,-4.4%,-0.9%,-7.4%,-4.1%,-5.7%
Cc1ccc(Cl)cc1NC(=O)C1CCCN(c2cnccn2)C1 (stereo not drawn),-7.2,-4.5%,-8.9,-0.2&0.2,-2.1%,-0.9%,-12.8%,4.7%,?
C=CCOc1cccc(C2C(C(=O)c3ccco3)=C(O)C(=O)N2Cc2cccnc2)c1 (stereo not drawn),9.7,2.4%,-2.6,17.5,7.7%,10.7%,5.3%,-2.8%,-8.7%
CC1=C(C(=O)OCC2CCCO2)C(c2ccc(C)o2)C2=C(CC(c3ccc(F)cc3)CC2=O)N1 (stereo not drawn),-11.1,-0.1%,14.6,-6.0,-2.4%,-1.0%,-9.5%,4.6%,12.3%
CCC[N+](CC#Cc1ccccc1)(CCC)CC(=O)c1ccc(Cl)cc1,-71.4*,-2.6%,-1.2,-9.1,-13.1%,-25.3%,0.0%,0.0%,11.3%
Cc1nc(SCC(=O)N2CCCC2=O)nc(C)c1C,25.1,1.5%,-9.5,-7.7,-2.3%,-2.1%,-13.8%,-7.9%,-5.3%
O=[N+]([O-])c1ccc(SNc2ccccc2)c([N+](=O)[O-])c1,-8.1,1.0%,-17.9,-13.5,-11.3%,-11.8%,23.1µM*,0.9%,-1.6%
CCC(C)NC(=O)c1ccc(NC(=O)CC2SC(N3CCCC3)=NC2=O)cc1 (stereo not drawn),13.7,5.3%,21.6,1.4,-1.2%,-8.6%,-1.7%,-0.7%,-1.1%
CCc1cc2cccc(C)c2nc1SCC(=O)NNC(=O)c1ccco1,13.1,16.9%,11.5,-3.2,4.1%,-0.5%,0.3%,-2.1%,-0.1%
COC(=O)Nc1ccc2c(c1)Nc1ccccc1CC2,-9.8,22.6%,0.1,2.6,-11.3%,-0.2%,5.4%,7.9%,-5.8%
COc1ccccc1C1C(C#N)=C(N)N(c2cccnc2)C2=C1C(=O)CC(C)(C)C2 (stereo not drawn),-9.3,-1.4%,5.3,1.9,20.8%,13.3%,13.3%,-1.7%,-7.7%
CC(C)(C)C(=O)NCCCc1ccccc1,-11.0,-1.1%,5.9,2.5,5.9%,16.7%,25.9%,-7.9%,-1.5%
O=C(NCC(c1ccco1)N1CCc2ccccc21)c1ccc([N+](=O)[O-])cc1 (stereo not drawn),-4.1,-9.5%,-19.5,-15.4,-5.8%,-19.7%,?,14.8%,-1.3%
CCCCC(=O)N=c1sc2cc([N+](=O)[O-])ccc2n1C,12.5,4.5%,5.4,16.5,?,17.6%,26.8%,7.9%,-12.0%
COc1ccc(OC)c(-c2nnc3n2N=C(c2ccc(OC(F)F)c(OCC4CC4)c2)CS3)c1,.,?,.,.,.,.,?,5.8µM*,?
O=C(NCc1ccc(OC(F)(F)F)cc1)C1CC(c2ccccc2[N+](=O)[O-])=NO1 (stereo not drawn),-4.1,9.7%,-0.4,-2.7,0.0%,-6.0%,-1.4%,-0.9%,-5.1%
O=C(CCC(=O)Nc1nnc(C2CCCCC2)s1)NCc1ccc(F)cc1,14.5,4.7%,-0.6,-5.4,12.9%,-0.1%,15.7%,-0.8%,3.2%
O=C(CC1C(=O)NCCN1Cc1c(F)cccc1Cl)NCCCn1cccn1 (stereo not drawn),-3.2,5.8%,10.7,-0.7,13.4%,8.6%,?,3.0%,-17.8%

# Structures listed so far with an NH in an aromatic ring (two):
SMILES,IL-1B inflam inh,GLP1R ag,DRD3 antagonist,D3 ag,HT1080NT lethal,HT1080 IDH1KD tx,KB-V1 cytotox,KB-3-1 tox,SW480 rerep
CCCc1nc2c(nnn2Cc2ccccc2)c(=O)[nH]1,-9.1,5.8%,6.2,-7.4,-0.6%,3.3%,17.8%,-22.0%,-6.7%
CCC(=O)Nc1ccc(S(=O)(=O)Nc2c(C)nc3nc[nH]n3c2=O)cc1,28.1,-1.6%,0.2,-11.0,5.4%,15.3%,5.0%,7.7%,0.7%
